RAD54 branch: inhibitors of human RAD54 branch migration, primary screen, biochemical, fluorescence, single point. RAD54 Holliday junction branch migration, FAM/BHQ fluorescence. AID 602329, 2012. hit rate 0.14% among 360,000. inhibition, % at 10.4 µM. DNA repair and recombination protein RAD54-like (Homo sapiens), Q92698;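 active = mean normalized replicate activity at least 40 and at least half of replicates scoring 40 or more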;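 also: 0% = median of neutral control wells and 100% = median of positive control wells; inhibitors cause a drop in the FAM fluorescence signal; in these data hits start at about 50%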
Target sequence (Q92698 whole entry, looked up): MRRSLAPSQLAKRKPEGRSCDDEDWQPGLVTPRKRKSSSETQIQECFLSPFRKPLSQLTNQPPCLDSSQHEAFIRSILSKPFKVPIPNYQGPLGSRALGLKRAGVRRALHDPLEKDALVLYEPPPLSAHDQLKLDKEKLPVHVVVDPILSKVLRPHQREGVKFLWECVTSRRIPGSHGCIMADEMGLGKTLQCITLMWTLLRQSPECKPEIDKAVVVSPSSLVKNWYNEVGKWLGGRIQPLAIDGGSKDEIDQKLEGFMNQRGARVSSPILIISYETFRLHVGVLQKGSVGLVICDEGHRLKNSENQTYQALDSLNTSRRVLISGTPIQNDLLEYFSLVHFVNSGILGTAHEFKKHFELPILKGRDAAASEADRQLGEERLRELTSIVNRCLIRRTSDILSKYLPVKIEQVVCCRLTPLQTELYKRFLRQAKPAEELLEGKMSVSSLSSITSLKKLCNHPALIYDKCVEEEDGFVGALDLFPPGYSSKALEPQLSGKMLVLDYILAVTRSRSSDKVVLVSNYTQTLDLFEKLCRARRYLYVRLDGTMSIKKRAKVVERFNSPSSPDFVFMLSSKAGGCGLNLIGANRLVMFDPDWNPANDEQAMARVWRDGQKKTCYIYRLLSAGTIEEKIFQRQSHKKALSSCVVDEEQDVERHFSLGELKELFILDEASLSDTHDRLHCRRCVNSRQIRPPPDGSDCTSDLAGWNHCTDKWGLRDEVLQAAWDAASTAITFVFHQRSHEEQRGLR
E-sel inducer: E-selectin induction in HUVECs, primary screen, imaging, HUVEC, immunofluorescence imaging, single point; P16581; normalized: neutral wells 0, TNF-alpha wells 100; activation, % at 7.58 µM; hit rate 0.37% among 260,000; AID 686992, 2013;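 active = mean E-selectin-positive cell signal at least 10% of the positive control, reached in at least 60% of replicates, without over 20% cell loss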;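 also: in these data hits start at about 27%; measured in HUVEC primary endothelial cells; signal is the percent of cells scored E-selectin positive by PE staining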
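Assay system: HUVEC primary endothelial cells. Input: 3,000 HUVEC seeded per well. Doses: one compound dose added by pin transfer. Read-out basis: % PE-positive cells. Benchmarks: TNF-alpha high, DMSO low. Detection: immunofluorescence imaging. Buffer or medium: EGM-2, gelatin.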
miR-122 sensor: miR-122 Renilla sensor signal increase in Huh7, primary screen, miR-122 inhibitor project, cell-based, single point, plate reader | activation (reporter increase), % at 12.5 µM | Huh7 miR-122 Renilla luciferase sensor, 48 h; neutral wells = 0, positive control = 100 | hit rate 0.3% among 340,000;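 active = mean replicate activation score at least 90 and every replicate individually at or above 90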;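 also: higher luciferase means less miR-122 activity so hits act as miR-122 inhibitors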
PglD DTNB: C. jejuni PglD acetyltransferase inhibitors, primary screen, biochemical, DTNB colorimetric, single point; purified PglD enzyme, DTNB colorimetric CoA detection; inhibition, % at 12.5 µM; hit rate 0.098% among 360,000; AID 602405, 2012; in the data active = inhibition above about 16%, passing the limit was not always enough; also: strong numbers were not always called active
ERAP1 HTS inh: human ERAP1 aminopeptidase inhibitors, primary screen, biochemical, single point, plate reader; Endoplasmic reticulum aminopeptidase 1 (Homo sapiens), Q9NZ08; recombinant ERAP1, Leu-AMC fluorescence, 60 min; inhibition, % at 10.7 µM; hit rate 0.15% among 340,000;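 active = mean replicate inhibition of at least 30%, or all replicates individually reaching that 30% level; inactive = mean below 30% and not every replicate reaching it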;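 also: 0% = neutral control wells and 100% = L-leucinethiol positive control wells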
Cneo AK release: Cryptococcus neoformans cell lysis inducers, primary screen, AK release luminescence, single concentration; C. neoformans lysis, adenylate kinase release luminescence, 4 h; normalised: neutral wells 0, clomiphene wells 100; lysis activity, % at 15 µM; hit rate 0.2% among 360,000; AID 651654, 2012;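 active = mean lysis activity across replicates of at least 80%, whatever share of replicates individually reach that level; inactive = mean lysis activity below 80%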
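Test system: log-phase Cryptococcus neoformans yeast cells; Quantity: yeast cell density of 5 × 10^6 cells/mL; Buffer or medium: YPD; Doses: single compound concentration per well; Timing: 4 h at 37 °C static, read 1 h later; Measured by: AK luminescence; Read-out basis: lysis from increased AK signal; Control set: Clomiphene as positive control.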
RAD52 inh: RAD52 DNA annealing inhibitors, primary screen, biochemical, FRET, single point, set 2; DNA repair protein RAD52 homolog (Homo sapiens), P43351; recombinant RAD52 DNA annealing, FRET fluorescence; inhibition, % at 18.7 µM; hit rate 0.46% among 360,000;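 active = every replicate showing at least 50% inhibition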
PGC1a acetyl inh: inhibitors of PGC1a acetylation signal, primary screen, cell-based, U2OS, AlphaScreen, inhibitor mode. AlphaScreen anti-acetyl-lysine; with virally co-expressed GCN5 acetyltransferase. inhibition, % at 15.6 µM. hit rate 0.17% among 350,000;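 active = every replicate shows inhibition of at least 40%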;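 also: 0% = neutral control wells and 100% = positive control wells; some results beyond the cut were filed as inactive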
An asterisk follows results filed as active; / = no result given; [ ] = remark or other dose. No enrichment for hits; about 1.4% have a hit in one of these screens.

SMILES	RAD54 branch	E-sel inducer	miR-122 sensor	PglD DTNB	ERAP1 HTS inh	Cneo AK release	RAD52 inh	PGC1a acetyl inh
C#CCn1cccc(C(=O)Nc2ccc(OC)cc2)c1=O	2.9	-0.1	-2.3	-4.2	-2.1	-5.0	-10.7	-0.7
COc1ccc(C(=O)NCC(C)(C)SCc2c(C)cc(C)cc2C)cc1	-3.9	/	0.0	-0.4	4.9	0.3	-8.5	-10.7
CN(C)c1cccc(C(=O)N2CCCC(CCC(=O)N3CCN(c4ccccn4)CC3)C2)c1 (stereo not given)	-2.8	-1.5	3.6	-2.6	0.0	-0.5	-15.6	1.2
COc1ccc(N2CC(C(=O)NCc3n[nH]c(=O)c4ccccc34)CC2=O)cc1 (stereo not given)	-4.4	/	/	2.6	3.7	6.6	-7.4	/
C[N+](C)(C)CCOC(N)=O	0.5	1.8	-5.4	-1.8	-2.2	-1.8	0.7	-5.7
C[C@@H]1CCCCO[C@@H](CN(C)Cc2ccncc2)[C@H](C)CN([C@@H](C)CO)C(=O)c2cc(NS(=O)(=O)c3ccc(F)cc3)ccc2O1	12.1	0.1	9.1[16.7 µM]	0.4	-1.5	-0.6	9.4	-3.3
O=C(CC[C@H]1O[C@@H](n2ccc(=O)[nH]c2=O)[C@H](O)[C@@H]1O)N[C@@H](Cc1ccccc1)C(=O)NCC1CCCCC1	4.0	-1.6	3.6	-0.7	1.5	-0.2	-14.8	6.7
O=C(Nc1ccc(F)cc1)N1CC(=O)N2[C@H](CO)[C@H](c3ccc(Br)cc3)[C@@H]2C1	/	-0.3	/	/	2.1	/	3.5	-4.5
Cc1nc(-c2ccccc2)sc1C1(C)CC(c2c(Cl)cccc2Cl)=NO1 (stereo not given)	1.4	-0.1	3.5	-1.6	1.2	-2.0	-18.3	-9.4
CNC(=S)N/N=C(\C)c1ccc(-n2ccnc2)cc1	6.1	/	45.2	-1.2	/	1.2	/	/
[O-]/C(=C(\C(=S)Nc1cccc2ccccc12)[n+]1ccccc1)c1cccs1	-9.1	3.3	8.4	-3.7	-1.2	-0.3	-12.5	/
O=C(Cn1c(=O)oc2cc(S(=O)(=O)N3CCCC3)ccc21)NCc1ccc(F)cc1	-0.5	0.0	-1.0	-5.7	-2.2	-1.4	-1.5	9.0
Cc1cccc(Cn2ccc(NC(=O)c3cccnc3)n2)c1	3.8	/	-9.0	0.0	-3.7	-2.2	3.6	/
Clc1ncnc2scc(-c3ccccc3)c12	7.2	/	3.3	-2.6	/	-0.5	/	18.0
CCOC(=O)C(Cc1ccccc1)C(=O)NCc1cccnc1 (stereo not given)	-5.6	/	4.2	4.4	1.7	-1.7	-6.0	6.0
Brc1ccc2nc(-c3ccco3)c(Cc3ccsc3)n2c1	4.8	1.6	2.8	5.3	0.3	-0.8	-31.2	1.8
O=C(Nc1ccc(S(=O)(=O)N2CCCC2)cc1)c1cnccn1	-1.0	-0.9	-1.5	0.0	-2.3	2.2	-18.1	2.9
O=C(COc1cccnc1[N+](=O)[O-])Nc1cccc(Br)c1	-2.6	0.1	/	6.9	2.6	-0.7	-11.9	-1.0
C[C@H]1CN([C@@H](C)CO)S(=O)(=O)c2ccc(C#Cc3cccc(F)c3)cc2O[C@@H]1CN(C)S(=O)(=O)c1ccccc1F	2.3	-0.9	4.8[16.7 µM]	1.2	3.2	45.0	-1.1	-9.3
Cc1[nH]c2ccccc2c1/C=C(\C#N)C(=O)NC1CC1	6.6	/	0.3	-0.6	-1.2	-1.3	-5.1	-0.1

New compounds follow
Every second line gives: RAD54 branch	E-sel inducer	miR-122 sensor	PglD DTNB	ERAP1 HTS inh	Cneo AK release	RAD52 inh	PGC1a acetyl inh
- COc1ccc(C2SCC(=O)N2c2ccc(F)cc2)cc1 (stereo not given)
→ -5.2	/	-3.3	-1.9	2.6	0.7	1.4	0.4
- COc1ccccc1-c1cccc(-c2nc(C(=O)N3CCCCC3)cc3c2[C@@H](CCO)N([S@](=O)C(C)(C)C)C3)c1
→ -2.0	0.1	/	2.2	-3.1	3.1	-18.5	-2.6
- CC(C)NC(=O)Nc1cccc2c1O[C@H](CN(C)Cc1ccc(C(F)(F)F)cc1)[C@@H](C)CN([C@@H](C)CO)C2=O
→ -16.6	-17.3	34.2[16.7 µM]	3.9	1.4	0.1	-5.0	-8.1
- C=C(C(=O)O)C1CCC2(C)CCCC(C)(O)C2C1 (stereo not given)
→ 12.2	/	-5.6	2.3	3.3	-1.4	-8.1	0.4
- COc1ccc(NC(=O)Nc2cccc3c2O[C@@H](CN(C)C(=O)Nc2ccc4c(c2)OCO4)[C@@H](C)CN([C@H](C)CO)C3=O)cc1
→ 1.2	0.4	1.5[16.7 µM]	3.0	-1.0	-3.2	10.3	4.7
- COCCCNC(=O)c1ccc(OC)c(OC2CCN(C(C)C)CC2)c1
→ 3.1	/	-0.6	-3.9	-1.2	-2.1	-15.1	12.9
- O=C(CC1SC(N2CCCCC2)=NC1=O)Nc1cccc(C(=O)O)c1 (stereo not given)
→ -0.1	/	-1.8	2.2	/	2.9	/	37.9
- C[C@@H]1CN([C@H](C)CO)C(=O)c2cc(C#C[C@@H](C)O)cnc2O[C@H]1CN(C)C(=O)Nc1ccc(F)cc1
→ 6.6	0.5	5.8[16.7 µM]	-3.9	-0.2	2.6	-1.1	5.2
- CCOC(=O)C(C#N)C(Cc1ccccc1)c1ccco1 (stereo not given)
→ -8.0	/	5.1	0.5	/	-0.4	/	-1.2
- O=C1/C(=C\c2ccncc2)CCc2ccccc21
→ -4.8	/	/	3.1	-6.0	-1.1	-2.1	/
- O=C(CSC1=NCCS1)Nc1cccc2ccccc12
→ -1.6	/	0.1	2.7	/	8.3	/	-17.8
- CCS(=O)(=O)N1CCCCN2[C@H](CO)[C@H](c3ccc(-c4cccc(C#N)c4)cc3)[C@@H]2C1
→ -0.3	-0.4	54.7[16.7 µM]	2.8	1.1	-2.6	-44.5	-3.2
- COc1cc(-c2noc(CCC(=O)Nc3cccnc3)n2)cc(OC)c1OC
→ 1.8	/	-7.2	1.1	/	3.4	/	-5.3
- CC(C)c1ccc(/C=C2\SC(=S)N(CCC(=O)N3CCCCC3CCO)C2=O)cc1 (stereo not given)
→ -0.6	-0.2	-2.4	-0.1	1.1	1.6	-15.9	24.9
- COC(CNC(=O)c1cc(S(=O)(=O)N2CCc3ccccc32)ccc1F)OC
→ 7.4	/	-1.6	8.6	1.9	0.5	-1.7	15.0
- Cc1ccc(CNC(=O)c2nnn(CC(=O)Nc3cc(C)cc(C)c3)c2N)cc1
→ -1.8	0.0	0.1	-6.7	3.1	2.7	-4.9	10.1
- CCCOC(=O)c1ccc(NS(=O)(=O)c2cccs2)cc1
→ -1.6	/	-10.0	-2.2	/	0.7	/	4.2
- Cc1noc(C)c1NC(=O)N(C)C[C@@H]1Oc2ccc(NC(=O)Cc3ccccc3)cc2C(=O)N([C@H](C)CO)C[C@@H]1C
→ -3.6	16.7	1.6[16.7 µM]	1.4	-2.4	-7.3	-0.6	1.1
- O=C(CSc1nnc(-c2ccccn2)n1-c1ccccc1)Nc1ccc2c(c1)OCO2
→ 2.3	/	2.3	-2.8	/	-1.2	/	-0.2
- CCOc1cc(N2CCOCC2)c(OCC)cc1NC(=O)COC(=O)c1ccc([N+](=O)[O-])o1
→ -2.7	-0.1	-1.6	-2.8	0.3	-4.3	-9.2	-10.0
- CC[C@@H]1C/C=C\Cc2ccccc2[C@H](C(=O)C[C@@H](O)CC(C)=O)OC1=O
→ -0.9	0.0	26.3	-3.0	-1.5	-1.6	-0.7	6.7
- CCOc1ccc2nc(Cl)c(C3CC(c4ccco4)=NN3S(C)(=O)=O)cc2c1 (stereo not given)
→ -8.6	-0.7	-3.1	-0.9	/	-1.3	-27.3	7.5
- CCN1C(c2ccccc2)=C(c2ccccc2)S/C1=C/C=C1\SC(=S)N(C)C1=O
→ -2.8	/	/	-1.0	/	0.4	/	-2.7
- Cc1sc(NC(=O)CSc2n[nH]c(N)n2)c(C#N)c1C
→ 0.4	-0.5	-2.4	-4.9	2.2	-1.0	-30.7	-11.4
- C[C@H]1CN([C@@H](C)CO)C(=O)Cc2cc(NC(=O)Nc3ccccc3)ccc2O[C@H]1CN(C)C(=O)Nc1ccc(F)cc1
→ -1.2	0.0	1.8[16.7 µM]	9.4	1.0	3.5	1.0	-10.0
- CN(C)Cc1c(O)ccc2c(=O)c(-c3ccccc3)c(C(F)(F)F)oc12
→ -1.7	/	/	0.5	0.1	1.7	-17.5	/
- CN(CC(=O)Nc1cccc(F)c1)C(=O)c1ccc(COc2ccccc2)cc1
→ 4.2	0.0	7.4	0.9	-1.8	-1.7	-9.8	-6.9
- O=C(CCN1C(=O)C2C3C=CC(C3)C2C1=O)N1CCN(c2ccccc2F)CC1 (stereo not given)
→ 7.9	/	-4.6	3.0	/	1.3	/	7.0
- Cc1noc(C)c1S(=O)(=O)N(C)C[C@H]1OCCCC[C@H](C)Oc2ccc(NS(=O)(=O)c3ccccc3)cc2C(=O)N([C@H](C)CO)C[C@@H]1C
→ 2.9	0.2	6.5[16.7 µM]	2.0	-3.7	-2.7	-17.1	26.7
- N#CCc1ccc(NC(=O)CSc2nnc(C3CC3)n2C2CC2)cc1
→ -3.9	9.7	-5.2	3.8	-2.9	-1.0	-2.9	6.1
- CCOc1ccc(-c2nc(-c3cccs3)c(CC(=O)O)s2)cc1OC
→ -15.4	6.3	4.2	/	-7.6	-1.3	-11.0	9.6
- CCOC(=O)c1nnn(-c2nonc2N)c1-c1ccc(C)cc1
→ 3.4	/	-6.2	5.0	/	0.2	/	-6.0

Rewritten with each value named: part of the list above
Compound: CCCOC(=O)c1ccc(NS(=O)(=O)c2cccs2)cc1
  RAD54 branch: -1.6
  E-sel inducer: /
  miR-122 sensor: -10.0
  PglD DTNB: -2.2
  ERAP1 HTS inh: /
  Cneo AK release: 0.7
  RAD52 inh: /
  PGC1a acetyl inh: 4.2
Compound: CCOC(=O)c1nnn(-c2nonc2N)c1-c1ccc(C)cc1
  RAD54 branch: 3.4
  E-sel inducer: /
  miR-122 sensor: -6.2
  PglD DTNB: 5.0
  ERAP1 HTS inh: /
  Cneo AK release: 0.2
  RAD52 inh: /
  PGC1a acetyl inh: -6.0
Compound: CCS(=O)(=O)N1CCCCN2[C@H](CO)[C@H](c3ccc(-c4cccc(C#N)c4)cc3)[C@@H]2C1
  RAD54 branch: -0.3
  E-sel inducer: -0.4
  miR-122 sensor: 54.7[16.7 µM]
  PglD DTNB: 2.8
  ERAP1 HTS inh: 1.1
  Cneo AK release: -2.6
  RAD52 inh: -44.5
  PGC1a acetyl inh: -3.2
Compound: Cc1noc(C)c1S(=O)(=O)N(C)C[C@H]1OCCCC[C@H](C)Oc2ccc(NS(=O)(=O)c3ccccc3)cc2C(=O)N([C@H](C)CO)C[C@@H]1C
  RAD54 branch: 2.9
  E-sel inducer: 0.2
  miR-122 sensor: 6.5[16.7 µM]
  PglD DTNB: 2.0
  ERAP1 HTS inh: -3.7
  Cneo AK release: -2.7
  RAD52 inh: -17.1
  PGC1a acetyl inh: 26.7

High-throughput results (PubChem BioAssay)
